# RNase H inhibition – RNase H inhibition, HIV 1 Gag Pol polyprotein, FRET biochemical assay, screening (AID 372) | HIV-1 RT RNase H, FRET RNA/DNA substrate fluorescence; higher % means a stronger effect | one-dose inhibition, % at 10 µM; IC50 in µM for titrated hits | 100,000 tested, 0.77% active; in the data active = inhibition above about 50%
# Active calls of the source: *. These rows are one share of the data (hit frequency here may not be typical).
Compound	RNase H inhibition
N#Cc1c(NC(=O)Cc2ccccc2)sc2c1CCCCC2	14.0%
CCOC(=O)C1=C(O)/C(=C/c2cccc(Oc3ccccc3)c2)SC1=Nc1ccccc1	10.0%
CCC(C(=O)Nc1ccc(Cl)c([N+](=O)[O-])c1)c1ccccc1 (stereo not given)	1.0%
Cc1cc(NCCc2ccc(F)cc2)nc2cc(Cl)ccc12	15.0%
O=C(c1ccccc1Br)N1CCCCC1CO (stereo not given)	2.0%
O=C1C(=O)c2ccccc2/C1=C/c1cccc(I)c1	0.0%
CS(=O)(=O)N(CC(=O)N1CCN(c2ccccc2)CC1)c1cccc(Cl)c1	4.0%
O=C(N/N=C/c1c[nH]c2ccccc12)c1ccc(Br)cc1	31.0%
COc1ccc(/C(C)=N\NC(=O)c2ccc([N+](=O)[O-])cc2)cc1OC	0.0%
CCCC(=O)Nc1ccc(N2CCOCC2)c(Cl)c1	0.0%
Cc1ccc(-c2cc(=O)oc(-c3ccc(Cl)cc3Cl)n2)cc1[N+](=O)[O-]	12.0%
Cc1c(N2C(=O)S/C(=C\c3cccc([N+](=O)[O-])c3)C2=O)c(=O)n(-c2ccccc2)n1C	59.0%*
CC(NC(=O)/C(=C/c1ccc(Br)cc1)NC(=O)c1ccc(Br)o1)C(=O)O (stereo not given)	8.0%
O=c1[nH]c(N/N=C\c2c(Cl)cccc2Cl)nnc1-c1ccccc1	13.0%
CC(=O)N(CN1C(=O)c2ccc(Br)cc2C1=O)c1ccc(Cl)cc1	6.0%
CCCCCCCSc1n[nH]c(=O)[nH]c1=S	2.0%
CC1=CC(C)C2(CO)COC(c3ccccc3)C1C2C (stereo not given)	1.0%
CCCCOc1ccc(N/C=C(/C#N)c2nc(-c3ccc([N+](=O)[O-])cc3)cs2)cc1	5.0%
CCOc1ccc2nc(NC(=O)c3ccccc3[N+](=O)[O-])sc2c1	9.0%
CCOC(=O)C1=C(C)N=c2s/c(=C/c3ccc(OCC)c(OC)c3)c(=O)n2C1c1cccs1 (stereo not given)	10.0%
COc1cc(Nc2nc(-c3ccc(S(=O)(=O)N4CCOCC4)cc3)cs2)c(OC)cc1Cl	19.0%
COc1ccccc1C(=O)NC(=S)Nc1ccc2nn(-c3ccc(C)c(Cl)c3)nc2c1	0.0%
CCCC1CCc2c(sc(NC(=O)c3ccc(Cl)cc3[N+](=O)[O-])c2C(N)=O)C1 (stereo not given)	22.0%
COc1ccc(-c2nc3cc(NC(=O)c4ccc(OC)c([N+](=O)[O-])c4)ccc3o2)cc1Cl	18.0%
Cc1cc2c(cc1C)C(c1ccccc1OC(C)C)CC(=O)N2 (stereo not given)	47.0%
COc1ccc(N(CC(=O)Nc2ccccc2C(=O)O)S(=O)(=O)c2ccc(C)c([N+](=O)[O-])c2)cc1	11.0%
COc1ccc(Br)cc1/C=C(\C#N)c1nn(-c2ccccc2)c(N)c1C#N	25.0%
COc1cc(C=O)ccc1OCCOc1cc(C)cc(C)c1C	14.0%
Cc1cc(-c2ccccc2)nc2cc(C(=O)Nc3cc(Oc4ccccc4)cc([N+](=O)[O-])c3)nn12	20.0%
O=C(CN(c1ccccc1)S(=O)(=O)c1ccccc1)N/N=C\c1cccs1	5.0%
COc1ccc(-c2c(C#N)c(SCC(=O)c3ccc(Cl)cc3)nc(C)c2C(=O)Nc2ccc(Cl)cc2)cc1	19.0%
COc1ccc(C(=O)NC(=S)Nc2ccc(-c3nc4cc(C)c(C)cc4o3)cc2)cc1	7.0%
Cc1ccc(C)c(NC(=O)c2cccc(F)c2)c1	10.0%
O=C(c1ccccc1)N1CCN(c2cc(N3CCCCC3)c(F)cc2[N+](=O)[O-])CC1	8.0%
O=C1CC(N2CCCc3ccccc32)C(=O)N1c1ccccc1 (stereo not given)	3.0%
Cc1cc(C)cc(N2C(=O)NC(=O)/C(=C\c3sccc3C)C2=O)c1	16.0%
CCOC(=O)COc1ccc(/C=C2\C(=O)NC(=O)N(c3ccc(Cl)cc3)C2=O)cc1OCC	28.0%
CC(Sc1ccc(Cl)cc1)C(=O)Nc1cccc(Cl)c1 (stereo not given)	11.0%
COc1ccc2oc(=O)c(C(=O)N3CCN(C)CC3)cc2c1	11.0%
CCc1ccccc1NC(=O)CN(c1cc(OC)ccc1OC)S(C)(=O)=O	9.0%

# Part of the list above in order of formula weight, high to low:
Compound	RNase H inhibition
COc1ccc(-c2c(C#N)c(SCC(=O)c3ccc(Cl)cc3)nc(C)c2C(=O)Nc2ccc(Cl)cc2)cc1	19.0%
COc1ccc(N(CC(=O)Nc2ccccc2C(=O)O)S(=O)(=O)c2ccc(C)c([N+](=O)[O-])c2)cc1	11.0%
COc1ccc(-c2nc3cc(NC(=O)c4ccc(OC)c([N+](=O)[O-])c4)ccc3o2)cc1Cl	18.0%
COc1ccccc1C(=O)NC(=S)Nc1ccc2nn(-c3ccc(C)c(Cl)c3)nc2c1	0.0%
COc1ccc(C(=O)NC(=S)Nc2ccc(-c3nc4cc(C)c(C)cc4o3)cc2)cc1	7.0%
CCCC1CCc2c(sc(NC(=O)c3ccc(Cl)cc3[N+](=O)[O-])c2C(N)=O)C1 (stereo not given)	22.0%
O=C(c1ccccc1)N1CCN(c2cc(N3CCCCC3)c(F)cc2[N+](=O)[O-])CC1	8.0%
O=C(CN(c1ccccc1)S(=O)(=O)c1ccccc1)N/N=C\c1cccs1	5.0%
CCc1ccccc1NC(=O)CN(c1cc(OC)ccc1OC)S(C)(=O)=O	9.0%
CC(Sc1ccc(Cl)cc1)C(=O)Nc1cccc(Cl)c1 (stereo not given)	11.0%
COc1cc(C=O)ccc1OCCOc1cc(C)cc(C)c1C	14.0%
Cc1cc2c(cc1C)C(c1ccccc1OC(C)C)CC(=O)N2 (stereo not given)	47.0%
O=C1CC(N2CCCc3ccccc32)C(=O)N1c1ccccc1 (stereo not given)	3.0%
COc1ccc2oc(=O)c(C(=O)N3CCN(C)CC3)cc2c1	11.0%
Cc1ccc(C)c(NC(=O)c2cccc(F)c2)c1	10.0%

# (continued)
Compound	RNase H inhibition
COc1ccc(C2CC(=O)C3=C(C2)Nc2ccccc2NC3c2ccc(C)c([N+](=O)[O-])c2)cc1 (stereo not given)	7.0%
O=C(CSCc1ccc([N+](=O)[O-])cc1)N/N=C/c1c(O)ccc2ccccc12	11.0%
Cc1ccc(/C(N)=N/OC(=O)c2ccccc2)cc1	8.0%
COc1ccc(C2(O)CN(c3ccccc3)C3=[N+]2CCCS3)cc1 (stereo not given)	6.0%
COc1ccccc1OCCNC(=O)c1cccc2ccccc12	0.0%
O=C1c2ccccc2C(=O)c2c1c(-c1ccccc1)nn2-c1ccccc1	11.0%
COc1ccc(OC)c(C2/C(=C(\O)c3ccc(Cl)cc3)C(=O)C(=O)N2CCCCCC(=O)O)c1 (stereo not given)	5.0%
CCCCOCP(=O)(CC)COCCCC	5.0%
CCN(CC)S(=O)(=O)c1cccc(C(=O)Nc2cccc([N+](=O)[O-])c2)c1	8.0%
CCOCCOC(=O)C1=C(C)NC2=C(C(=O)CC(c3ccccc3)C2)C1c1ccc(F)cc1 (stereo not given)	14.0%
Cc1ccc(-c2noc(COc3ccc(Cl)cc3C)n2)cc1	6.0%
CCOC(=O)C1=C(C)N=c2s/c(=C\c3ccc(OCc4ccccc4)c(OCC)c3)c(=O)n2C1c1ccc(OC)cc1 (stereo not given)	8.0%
NS(=O)(=O)c1ccc(Nc2nc(-c3ccncc3)cs2)cc1	9.0%
CCOC(=O)C1=C(C)n2c(s/c(=C\c3ccc(-c4cccc([N+](=O)[O-])c4)o3)c2=O)=NC1c1ccc(OC)cc1 (stereo not given)	12.0%
COc1ccc(N(CC(=O)Nc2ccc(Br)cc2)S(=O)(=O)c2ccccc2)cc1OC	15.0%
CCOC(=O)COc1ccc(/C=C2/C(=O)NN(c3ccc(I)cc3)C2=O)cc1OC	9.0%
CCOc1ccccc1N1CCN(C(=O)COc2ccc(Cl)cc2C)CC1	10.0%
COc1cccc(OC)c1OCCCCOc1ccc(C(=O)c2ccccc2)cc1	32.0%
CCOc1ccc(OCCOCCOc2ccc(Cl)cc2Cl)cc1	3.0%
CC(C)CC(=O)N1CCN(Cc2ccc3c(c2)OCO3)CC1	8.0%

# (continued)
smiles | RNase H inhibition
CC(=O)Nc1nonc1OCCOc1nonc1NC(C)=O | 5.0%
O=[N+]([O-])c1cc(C2N(c3ccccc3)CCN2c2ccccc2)ccc1Cl | 5.0%
CN(C)CCN1C(=O)C(=O)/C(=C(/O)c2ccccc2)C1c1ccccc1F (stereo not given) | 0.0%
COc1cc([N+](=O)[O-])ccc1-c1ccc(/C=C(\C#N)C(=O)Nc2ccc(F)cc2)o1 | 0.0%
c1ccc(OCCSc2nc3ccccc3s2)cc1 | 18.0%
O=C(NCCc1ccccc1)c1ccc(Cl)c([N+](=O)[O-])c1 | 5.0%
CCOc1ccc(C(=O)Nc2cc(-c3nc4cc(C)ccc4o3)ccc2C)cc1Cl | 3.0%
COc1cc2c(cc1OC)C(/C(=N/O)C(C)=O)=NCC2 | 4.0%
CCOC(=O)C(C)Oc1ccc2c(oc(=O)c3ccccc32)c1C (stereo not given) | 0.0%
CCN(CC)c1ccc(NC(=O)c2cncc(Br)c2)cc1 | 4.0%
CC(=Nc1ccccc1)C1=C(O)COC1=O | 0.0%
Cc1cc(C)cc(N2C(=O)NC(=O)/C(=C\c3ccc(N(C)C)o3)C2=O)c1 | 9.0%
CC(=O)NS(=O)(=O)c1ccc(NC(=O)c2c(-c3ccccc3)noc2C)cc1 | 0.0%
CCN(CC)CCCCOc1ccc(Br)cc1 | 0.0%
CC1=Nc2cc(-c3cccc(Br)c3)nn2C(=O)C1 | 5.0%
CC(=O)C1=C(O)C(=O)N(C)C1c1ccccc1 (stereo not given) | 4.0%
O=C1NC(=O)N(c2ccccc2)C(=O)/C1=C/c1cccc(O)c1 | 13.0%
COC(=O)COc1ccc(Br)cc1/C=C1\SC(=O)N(C)C1=O | 33.0%
CC(C)CCNC(=O)Cc1ccccc1[N+](=O)[O-] | 11.0%
COc1cc2c(C)nc3c(c(C)nn3C)c2cc1OC | 0.0%
O=C(CSc1nc2ccccc2[nH]1)OCc1ccccc1 | 0.0%
COc1ccc(C(=O)NN2C(=O)C3C4C=CC(C5CC45)C3C2=O)cc1 (stereo not given) | 4.0%
COc1ccc(CN2CCN(CCCc3ccccc3)CC2)c(OC)c1 | 10.0%
COc1ccccc1NS(=O)(=O)c1cccc(C(=O)Nc2ccc(Br)cc2)c1 | 19.0%
C/C(=N\Nc1nc(-c2ccc(C)cc2)nc2ccccc12)c1ccccc1 | 14.0%
CCCOc1ccc(N2C(=O)CC(N3CCN(c4cccc(Cl)c4)CC3)C2=O)cc1 (stereo not given) | 0.0%
CCCCNCCCCCOc1ccc([N+](=O)[O-])cc1 | 4.0%
CC1=C(C(=O)Nc2ccccc2)C2(CCCCC2)C(C#N)=C(SCC(=O)Nc2ccc(Br)cc2)N1 | 9.0%
O=C(NN1C(=O)c2ccc(Oc3ccc([N+](=O)[O-])cc3)cc2C1=O)c1ccco1 | 15.0%
Cc1ccccc1C(=O)NNC(=O)c1cccc(Cl)c1 | 5.0%
CCOc1ccc2c(-c3ccccc3)cc(=O)oc2c1 | 12.0%
O=C(Nc1ccc2oc(-c3ccccc3Cl)nc2c1)c1sc2ccccc2c1Cl | 17.0%
O=C(N/N=C/c1ccc(Br)c([N+](=O)[O-])c1)c1cccs1 | 14.0%
O=C1CC(NCc2ccncc2)C(=O)N1c1cccc(Cl)c1 (stereo not given) | 1.0%
Nc1nnc(C23CC4CC(CC(C4)C2)C3)s1 | 1.0%
O=C1CCC(=O)N1c1cccc(S(=O)(=O)N2CCOCC2)c1 | 0.0%
CSc1ccccc1NC(=O)c1nn2c(c1Cl)NC(c1ccco1)CC2C(F)(F)F (stereo not given) | 12.0%
COC(=O)/C(C#N)=C/c1ccc(-c2ccc(S(N)(=O)=O)cc2)o1 | 8.0%
CCCCNCCCCOc1ccc(C(C)C)cc1 | 7.0%
O=C(NC(=S)Nc1ccc(F)cc1)c1cc2ccccc2oc1=O | 3.0%
CC1=NN(c2ccccc2)C(=O)/C1=C\c1c(O)n(-c2ccc(F)cc2)[nH]c1=O | 0.0%
O=C(/C=C/c1ccco1)Nc1cc(Cl)ccc1Cl | 14.0%
Cc1cccc(NCN2C(=O)c3ccccc3C2=O)c1 | 18.0%
O=C1c2c(Cl)c(Cl)c(Cl)c(Cl)c2C(=O)N1Nc1ccc([N+](=O)[O-])cc1[N+](=O)[O-] | 8.0%
Nc1sc(Cc2cccc(Cl)c2)c[n+]1CC(=O)c1ccc(F)cc1 | 21.0%
Cc1nnc(C)n1/N=C\c1ccccc1F | 3.0%
CC1=C(C(=O)Nc2ccccc2Cl)C(c2ccccc2F)NC(=S)N1 (stereo not given) | 4.0%
COC(=O)C1=C(C)NC(=O)NC1c1cccc(Br)c1 (stereo not given) | 0.0%
CCOP(=O)(OCC)C(N1CCOCC1)P(=O)(OCC)OCC | 1.0%
Cc1ccc(SCC(=O)N(Cc2ccccc2)Cc2ccccc2)cc1 | 7.0%
CN1C(=O)S/C(=C/c2ccc(Oc3ccc([N+](=O)[O-])cn3)cc2)C1=O | 22.0%
COC(=O)COc1ccc(/C=C(/C#N)C(=O)Nc2ccc(OC)cc2)cc1OC | 1.0%
CCOC1OC(=O)c2c1ccc(OC)c2OC (stereo not given) | 15.0%
O=C(N/N=C/c1cc([N+](=O)[O-])ccc1Cl)c1ccc(O)cc1 | 10.0%
Cc1ccc([N+](=O)[O-])cc1N=Cc1ccc([N+](=O)[O-])s1 | 10.0%
CC(=NCc1ccccc1)C1=C(O)COC1=O | 4.0%
O=C(O)/C=C/c1cc(C(=O)O)c(/C=C/C(=O)O)cc1C(=O)O | 12.0%
O=C(N/N=C/c1ccccn1)c1ccc(Br)o1 | 7.0%
COc1ccc(NC(=O)C(=O)N/N=C/c2cccc(OC)c2OC)cc1 | 14.0%
COc1ccc(NC(=O)/C(C#N)=C/c2cc(C)n(-c3ccc(OC)cc3)c2C)cc1 | 14.0%

# (more compounds)
smiles | RNase H inhibition
COC(=O)c1ccc(NC(NC=O)C(Cl)(Cl)Cl)cc1 (stereo not given) | 9.0%
O=C(NC1CCCCC1)c1cccc(Cl)c1 | 2.0%
CNc1nc(C)nc(-n2nc(C)cc2C)n1 | 5.0%
O=C(/C=C/c1cccs1)c1ccc(C(=O)/C=C/c2cccs2)cc1 | 13.0%
COc1ccc(C)cc1NC(=O)c1ccc(N(C)S(=O)(=O)c2ccccc2)cc1 | 9.0%
COc1cc2c(cc1OC)C(c1cccc([N+](=O)[O-])c1)NC(=O)C2 (stereo not given) | 6.0%
COc1ccc(O)c(/C=N/NC(=O)c2ccc(N3CCCC3=O)cc2)c1 | 12.0%
